GFP derepression: epigenetic GFP locus derepression in mouse cells; Potency, µM (titrated, usually from 46.1 µM), without a hit: top-dose GFP derepression (activation); 68,000 tested, 0.09% active; mouse C127i GFP locus derepression, cytometry, 30 h; also: % of control where 0% means no effect
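Derepression screen: silenced CMV-GFP reporter in murine C127i cells, 30 h compound incubation at 37 C, washed cells imaged by laser-scanning cytometer to enumerate GFP-expressing objects of 20 to 120 um.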
Pol III holo inh: inhibitors of bacterial DNA polymerase III holoenzyme | Potency, µM (titrated, usually from 57.1 µM), without a hit: top-dose activity change, negative = inhibition | reconstituted DNA polymerase III holoenzyme replication, biochemical | AID 603 | 71,000 tested, 0.25% active; also: potency is read from the fitted curve at half-maximal effect; % is scaled to controls: 0 for no effect and ±100 for the full control effect
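Reconstituted *E. coli* holoenzyme (0.35 nM Pol III, 1 nM beta, 154 nM SSB, 2 nM primase) was preincubated with compound for 15 min at RT. Synthesis on 1.4 nM ssM13Gori ran 35 min, then was stopped with PicoGreen/EDTA and read as dsDNA fluorescence.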
CRE Fsk mod: alters forskolin-stimulated CRE reporter signaling in CHO cells | CHO CRE-bla reporter (cAMP response element driving beta-lactamase), forskolin EC10, beta-lactamase ratio | Potency, µM (titrated, usually from 38.2 µM), without a hit: at the top dose activity change, negative = inhibition, hits mostly activators | 71,000 tested, 2.5% active | AID 662; active = well fitted activation curve with a large enough effect in the signal ratio, with a control signal flat, not every such curve was filed as active; inconclusive = small, poorly fitted or top-dose-only effect, or effect the other way, or a change in a side signal; the % refers to the signal ratio; also: potency is read from the fitted curve at half-maximal effect; % of control where 0% means no effect
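Reporter-gene assay: CHO cells with beta-lactamase behind cAMP responsive elements, co-treated with compound and EC10 NKH 477 for 3 hours at 37 degrees Celsius. Activity came from the 460/530 nm CCF4 emission ratio.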
BRCT PPI red: inhibitors of human BRCA1 BRCT-phosphoprotein interaction (red fluorophore). P38398. BRCT-phosphopeptide binding, red fluorescence polarization. Potency, µM (titrated, usually from 76.9 µM), without a hit: at the top dose activity change, negative = inhibition, hits mostly inhibitors. 75,000 tested, 0.03% active. AID 892; also: % is scaled to controls: 0 for no effect and ±100 for the full control effect
Target sequence (P38398 whole entry, looked up): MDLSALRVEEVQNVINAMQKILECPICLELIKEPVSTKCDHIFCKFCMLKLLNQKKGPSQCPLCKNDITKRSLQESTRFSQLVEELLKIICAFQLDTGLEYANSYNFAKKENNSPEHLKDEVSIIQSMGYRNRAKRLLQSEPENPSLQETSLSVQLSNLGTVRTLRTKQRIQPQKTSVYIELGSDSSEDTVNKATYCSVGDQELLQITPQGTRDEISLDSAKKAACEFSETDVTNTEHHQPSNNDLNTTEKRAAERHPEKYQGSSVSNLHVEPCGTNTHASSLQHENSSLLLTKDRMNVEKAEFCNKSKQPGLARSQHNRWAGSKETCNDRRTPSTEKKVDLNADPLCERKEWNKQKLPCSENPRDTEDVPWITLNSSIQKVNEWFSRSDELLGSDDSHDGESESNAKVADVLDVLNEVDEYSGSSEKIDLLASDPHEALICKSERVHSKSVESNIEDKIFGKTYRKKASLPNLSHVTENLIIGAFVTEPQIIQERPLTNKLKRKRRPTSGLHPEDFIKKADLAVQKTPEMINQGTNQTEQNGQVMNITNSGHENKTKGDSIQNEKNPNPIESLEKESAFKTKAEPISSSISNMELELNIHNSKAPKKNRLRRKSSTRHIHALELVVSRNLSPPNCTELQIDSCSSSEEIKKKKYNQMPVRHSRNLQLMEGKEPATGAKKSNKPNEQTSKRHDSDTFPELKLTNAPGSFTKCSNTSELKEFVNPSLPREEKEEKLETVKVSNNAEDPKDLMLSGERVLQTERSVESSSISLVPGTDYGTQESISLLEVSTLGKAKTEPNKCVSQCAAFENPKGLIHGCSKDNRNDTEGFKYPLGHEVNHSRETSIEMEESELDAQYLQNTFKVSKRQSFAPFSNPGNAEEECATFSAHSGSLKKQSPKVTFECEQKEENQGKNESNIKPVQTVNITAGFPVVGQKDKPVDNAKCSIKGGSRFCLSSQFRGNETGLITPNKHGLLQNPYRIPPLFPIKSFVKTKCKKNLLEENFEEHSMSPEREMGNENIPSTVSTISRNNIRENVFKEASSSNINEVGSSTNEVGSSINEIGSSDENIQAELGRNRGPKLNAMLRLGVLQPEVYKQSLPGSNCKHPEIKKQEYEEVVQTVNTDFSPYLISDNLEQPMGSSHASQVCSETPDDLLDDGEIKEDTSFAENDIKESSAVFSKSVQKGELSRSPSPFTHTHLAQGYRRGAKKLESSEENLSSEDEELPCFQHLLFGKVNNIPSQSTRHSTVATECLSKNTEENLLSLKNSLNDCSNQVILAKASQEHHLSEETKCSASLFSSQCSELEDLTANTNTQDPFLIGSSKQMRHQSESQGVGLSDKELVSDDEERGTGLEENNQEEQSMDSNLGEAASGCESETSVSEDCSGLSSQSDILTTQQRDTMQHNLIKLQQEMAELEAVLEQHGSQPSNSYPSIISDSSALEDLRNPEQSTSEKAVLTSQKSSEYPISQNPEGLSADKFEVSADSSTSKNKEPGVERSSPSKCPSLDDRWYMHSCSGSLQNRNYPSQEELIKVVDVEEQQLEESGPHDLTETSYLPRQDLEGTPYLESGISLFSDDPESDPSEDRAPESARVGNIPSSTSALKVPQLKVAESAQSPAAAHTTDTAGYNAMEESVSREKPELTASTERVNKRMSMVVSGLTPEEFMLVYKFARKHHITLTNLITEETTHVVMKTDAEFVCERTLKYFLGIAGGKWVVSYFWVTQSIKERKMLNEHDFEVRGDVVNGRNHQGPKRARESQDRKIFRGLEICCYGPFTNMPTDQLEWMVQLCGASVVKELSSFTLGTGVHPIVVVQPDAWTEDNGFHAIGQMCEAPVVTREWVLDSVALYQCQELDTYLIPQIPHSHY
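Rhodamine-labelled pBACH1 10-mer (100 nM) bound to BRCT domain (100 nM) at pH 7.3; compounds incubated 12 min room temperature, polarization read. Free peptide defines full inhibition; unlabelled decapeptide titrated as control.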
A350 fluor: A350 region autofluorescence; Compound autofluorescence, 340/450 nm, Alexa 350 dye-equivalents; active compounds read high; max dye-equivalent concentration, M; 59,000 tested, 11% active; AID 590; in the data active = max dye-equivalent concentration above about 10 nM; inconclusive = mostly about 1.1 nM to 9.6 nM
BRCT PPI green: inhibitors of human BRCA1 BRCT-phosphoprotein interaction (green fluorophore). BRCA1 BRCT-phosphopeptide binding, green fluorescence polarization. Potency, µM (doses to about 76.9 µM), inactives show at the highest dose activity change, negative = inhibition, most hits filed as inhibitors. 75,000 tested, 0.05% active. AID 875;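 also: potency is read from the fitted curve at half-maximal effect; plate controls were peptide without protein for full effect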
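Compounds were incubated for 12 min at room temperature with a complex of 100 nM fluorescein-tagged pBACH1 decapeptide and 250 nM His-tagged BRCT protein. Buffer was phosphate pH 7.3 with EDTA, DTT and Tween 20. Disruption of binding lowers the polarization signal.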
UbGFP stabilizer: ubiquitin-GFP accumulation via proteasome inhibition | AID 526 | Potency, µM (top dose mostly 45.9 µM), inactives show at the highest dose activation (GFP accumulation), hits mostly activators | Ubiquitin-GFP reporter cells, proteasome inhibition, GFP fluorescence; response scale: untreated = 0%, 10 µM MG-132 = 100% | 67,000 tested, under 10 active; active = well fitted activation curve with a large enough effect, not every such curve was filed as active; inconclusive = small, poorly fitted or top-dose-only effect, or another doubt; inactive = no such curve, though single readings can be large or run the other way; also: potency is read from the fitted curve at half-maximal effect
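U2OS Ub(G76V)-GFP reporter; O/N plating, 0.5% FBS; cpd 46 uM–2.9 nM, 4 h, 37 °C; GFP+ cell count, 488/515 nm; norm. to basal vs 10 uM MG-132; CRC fit.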
4-MU autofl: 4-MU region autofluorescence | compound autofluorescence, 340/450 nm, 4-MU equivalents; active compounds read high | 59,000 tested, 11% active | max dye-equivalent concentration, M; in the data active = max dye-equivalent concentration above about 10 nM; inconclusive = mostly about 1.1 nM to 9.6 nM
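Compounds in 100 mM Tris, pH 8.0, incubated 15 min at room temperature, then fluorescence read at 340 nm excitation/450 nm emission. Signal converted to 4-MU dye-equivalent concentration using an on-plate six-point 4-MU standard curve.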
ALOX15 inhib: blocks human 15-lipoxygenase activity; P16050; Potency, µM (doses to about 57.1 µM), inactives show at the top dose activity change, negative = inhibition, most hits filed as inhibitors; 74,000 tested, 1.4% active; purified 15hLO-1, xylenol orange hydroperoxide absorbance; AID 887; also: potency is read from the fitted curve at half-maximal effect; % is scaled to controls: 0 for no effect and ±100 for the full control effect; nearly all actives have a fitted effect of over 55% in size
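Readout: Fe(III)-xylenol orange absorbance, 573-to-405 nm ratio as reaction progress. Enzyme 40 nM purified human 15hLO-1, substrate 50 uM arachidonic acid, 6 min RT after 15 min compound preincubation; Hepes pH 7.5 buffer with Triton X-100.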
HBB splice mod: hemoglobin beta splicing modulation; Potency, µM (top dose mostly 46.1 µM), for the others: at the highest dose activation, actives largely listed as activators; 65,000 tested, 0.06% active; AID 925; HBB splicing reporter cell assay, activation; EGFP reporter with mutant IVS2-654 intron; response scale: normalised to 500 nM splice-correcting PNA; also: potency is read from the fitted curve at half-maximal effect; 0% is about no effect
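Compounds were applied for 2 days to HeLa EGFP-654 cells, 500/well in Optimem with 2% FCS. The reporter's EGFP is disrupted by mis-splicing of beta-globin intron IVS2-654. Readout: summed well GFP fluorescence from 488 nm laser scanning; reference was 500 nM antisense […] 654 PNA.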
Hsp90 Hop PPI: changes Hsp90-Hop TPR2A binding signal, up or down. AlphaScreen TPR2A-His6 binding biotin-Hsp90 C-terminal peptide. 71,000 tested, 0.44% active. Potency, µM (top dose mostly 57 µM), inactives show at the highest dose activity change, negative = inhibition. AID 595; active = well fitted curve in either direction with a large enough effect; inconclusive = small, poorly fitted or top-dose-only effect, or another doubt; also: potency is read from the fitted curve at half-maximal effect; % is scaled to controls: 0 for no effect and ±100 for the full control effect; many of its hits are not listed in these tables
Starred values were filed as active, the others as inactive; i = inactive; ? = inconclusive; . = not tested or not shown; [ ] = dose if it differs, or a comment. Unless noted, calls follow the shape of the dose curve; as a rule, active = well fitted curve in the direction sought with a large enough effect; inconclusive = small, poorly fitted or top-dose-only effect, or another doubt; inactive = no such curve, though single readings can be large; an effect the other way counts as inactive or inconclusive.

| compound | Pol III holo inh | Hsp90 Hop PPI | HBB splice mod | A350 fluor | BRCT PPI green | CRE Fsk mod | ALOX15 inhib | UbGFP stabilizer | GFP derepression | 4-MU autofl | BRCT PPI red |
| --- | --- | --- | --- | --- | --- | --- | --- | --- | --- | --- | --- |
| Cn1c2ccccc2c2c(C(=O)NCCCN3CCCC3=O)cn(C3CCCCC3)c(=O)c21 | 1.7% | -0.6% | -1.0% | 3.64e-07M* | -3.1% | ? | -2.6% | 0.9% | -0.4% | 4.11e-07M* | -0.2% |
| Clc1ccc(Cn2ncc3c(N4CCCC4)ncnc32)cc1 | -2.7% | 0.0% | -0.8% | i | -1.0% | 10µM* | 0.8% | 0.2% | 2.0% | i | 1.5% |
| Cn1c(CN2CCN(c3ccc(Cl)cc3)CC2)nc2ccccc21 | -9.1%[11.4 µM] | -7.9%[11 µM] | -2.4%[0.0738 µM] | . | -3.0% | -21.2%[7.6 µM] | 0.1%[11.4 µM] | 3.7%[9.17 µM] | -0.5% | . | -0.8% |
| c1nnc2c3c4c(sc3ncn12)CCC4 | -2.1%[11.4 µM] | -10.4%[11 µM] | 4.7%[0.0738 µM] | . | 0.0% | ? | -0.3%[11.4 µM] | 0.3%[9.17 µM] | 1.5% | . | 0.4% |
| Clc1cc(NCc2cccs2)ccc1N1CCOCC1 | 2.3% | -16.4% | -4.2% | . | -0.3% | 13.7% | 4.1% | -4.6% | 7.5% | . | 1.7% |
| Cn1cc(-c2nc3cnc(Oc4cccc(Cl)c4)nc3n(C3CC3)c2=O)c2ccccc21 | -6.4% | ? | -2.0% | i | -1.6% | 15.8µM* | 8.9% | -4.0% | 0.5%[9.22 µM] | i | -0.5% |
| C=CCNC(=O)CN1CCC(O)(c2ccc(F)cc2)CC1 | -1.7% | -2.2% | . | i | 0.0% | -1.8% | 0.5% | -5.3% | -1.3% | i | -2.0% |
| CC(C(=O)N1CCOCC1)(c1ccccc1)c1ccccc1 | -3.6% | -1.1% | 1.2% | i | -1.4% | -2.9% | 2.5% | -2.1% | 6.5% | i | 1.2% |
| COC(=O)[C@H]1C[C@@H]1[C@H](NC(=O)c1cc(C)on1)c1ccccc1 | -13.4% | -5.5% | 0.1% | . | -0.2% | 3.6% | . | . | . | . | 0.0% |
| COc1ccc(CNc2ncnc3ccc(-c4ccoc4)cc23)c(OC)c1 | -0.9% | -8.9% | -0.2% | i | 4.1% | -10.2% | 3.8% | -1.2% | -2.9%[9.22 µM] | i | 1.2% |
| CN(C)CC(CN(C)C)c1ccccn1 | -11.1%[11.4 µM] | -2.8%[11 µM] | 2.6%[9.22 µM] | ? | 0.2%[15.4 µM] | -15.8%[7.6 µM] | 7.3%[11.4 µM] | 13.9%[9.17 µM] | 0.2%[9.22 µM] | ? | -1.3%[15.4 µM] |
| COc1ccc(S(=O)(=O)NCc2ccco2)c2ccccc12 | -1.3% | -4.7% | -0.7% | i | 0.7% | -2.3% | 5.9% | -2.2% | 7.0% | i | -1.5% |
| COc1cc(C2/C(=C(/O)c3ccc(OCC(C)C)cc3)C(=O)C(=O)N2CCN(C)C)ccc1O (configuration not stated) | -4.3% | -3.0% | -5.3%[0.369 µM] | i | -1.0% | 10.5% | -22.5% | -2.6% | 4.3% | i | -0.9% |
| COc1ccc(-n2nnc3c(=O)n(CC(=O)NCC4CCCO4)cnc32)cc1 (configuration not stated) | 4.6% | 0.3% | 1.5%[1.84 µM] | i | -1.5% | ? | 2.1% | 7.1% | -2.0% | i | -0.6% |
| Cc1cc(OCC(=O)N2CCCC2)cc(C)c1Cl | -3.9% | -3.7% | -0.5% | i | 0.4% | -10.1% | 0.0% | -4.8% | -3.2% | i | -0.7% |
| COc1ccc(C(=O)N2CCN(C(=O)c3ccco3)CC2)cc1 | 2.6% | -2.4% | 0.3% | . | -0.1% | -3.0% | 8.2% | 0.0% | -1.8% | . | -0.2% |
| CCn1c(COc2ccc(Cl)c(C)c2)nnc1SCC(=O)N1CCCC1 | -4.1% | 1.2% | 0.0% | i | 0.3% | -4.1% | 7.8% | -20.9% | -1.2% | i | -4.4% |
| CCCn1c(SCC(=O)NCc2ccco2)nc2c1c(=O)n(C)c(=O)n2C | -3.5% | -1.2% | . | i | -2.2% | 14.4% | 4.2% | 0.0% | 1.0% | i | 0.3% |
| COC(=O)COc1nc(C)c2c(c1C#N)CC(C)(C)OC2 | -5.2% | -0.4% | 6.4%[0.369 µM] | 1.22e-08M* | -2.4% | ? | 0.4% | . | 0.0% | ? | -3.6% |
| Cc1cc(N2CCN(S(=O)(=O)c3ccccc3)CC2)c2ccccc2n1 | 1.0%[11.4 µM] | -6.6%[11 µM] | -1.3%[0.0738 µM] | . | -1.2% | ? | 9.8%[11.4 µM] | 3.1%[9.17 µM] | 0.0% | . | 0.0% |
| COc1ccc(OC)c(NC(=O)Cn2cnc3c(cnn3-c3ccccc3)c2=O)c1 | -3.7% | -5.6% | -0.5% | . | 0.2% | ? | -0.5% | 3.2% | . | . | 0.0% |
| COc1ccc(C(=O)Nn2c(C)ccc2C)cc1OC | 0.0% | -15.8% | -1.2% | i | 1.2% | 21.8% | ? | 5.0% | 2.1% | i | 0.2% |
| COc1cc(O)c(NC(C)=O)c2nonc12 | -0.4% | -4.3% | -0.3% | . | -1.0% | 5.0% | -17.0% | 26.1% | -1.6% | . | -0.2% |
| Nn1c(SCc2cccc3ccccc23)nnc1-c1ccco1 | -7.2% | -7.9% | -2.3% | i | -1.6% | ? | -5.6% | 3.5% | 2.9% | i | -0.4% |
| Cc1csc(NC(=O)c2ccco2)n1 | 3.0% | -3.8% | 0.1% | . | -1.4% | -0.5% | -4.4% | 2.4% | -1.8% | . | -0.1% |
| C1=C(c2ccccc2)CCN(c2ncnc3nc[nH]c23)C1 | -4.9% | -2.2% | -0.2% | . | -1.3% | -13.9% | 25.1µM* | -2.2% | . | . | -1.4% |
| CC(C)(C)n1ncc2c(=O)n(CC(=O)c3ccc(Cl)cc3)cnc21 | -3.7% | 3.5% | 1.9% | i | 1.0% | ? | -8.0% | 0.9% | -0.2% | i | 0.6% |
| COc1cccc(CNCCOCCO)c1OC | -9.5% | -5.1% | -1.3% | ? | 3.6% | 20.7% | -3.4% | -4.0% | 2.9% | ? | 1.7% |
| CCOC(=O)Nc1ccc(Oc2ccccc2)cc1 | -0.7% | 4.4% | 4.9% | i | -3.0% | 2.6% | -3.8% | 1.8% | 0.0% | i | -1.2% |
| CCCOc1ccc(N2CC(C(=O)Nc3ccccc3OC)CC2=O)cc1 (configuration not stated) | -3.1% | -1.7% | 0.2% | . | -1.3% | -7.8% | -4.6% | 3.9% | . | . | -1.1% |
| COc1ccccc1CNS(=O)(=O)c1cccc(S(=O)(=O)N2CCOCC2)c1 | 1.5% | -1.3% | 3.6% | ? | -0.1% | 7.6% | 1.4% | 2.5% | -3.7% | ? | 1.5% |
| CN(C)c1ccc2c(c1)OC(N)=C(C#N)C2c1cccc(F)c1 (configuration not stated) | -0.5% | -12.5% | 20.5% | . | 10.5% | ? | 12.6µM* | -11.6% | -1.8% | . | 1.2% |
| Cc1ccc(-c2ccc(C(=O)O)[nH]2)cc1 | -5.6% | -1.7% | . | 1.81e-08M* | -0.6% | -5.3% | -1.3% | -3.2% | 0.0% | 1.96e-08M* | -0.4% |
| CN(C)CCCn1cnc2cc(Cl)c(Cl)cc21 | -9.8%[11.4 µM] | -0.3%[11 µM] | 0.6%[9.22 µM] | i | -1.6%[15.4 µM] | 2.0%[7.6 µM] | 4.9%[11.4 µM] | 0.0%[9.17 µM] | 13.8%[9.22 µM] | i | 0.0%[15.4 µM] |
| COc1ccc(N2CCN(CCNS(=O)(=O)c3cccc4nsnc34)CC2)cc1 | 1.9% | -6.9% | -1.2% | i | -1.9% | -22.6% | -5.8% | -8.6% | 3.9% | i | 0.0% |
| O=C1Nc2ccccc2C12OCCCCO2 | -3.6% | -0.8% | 0.1%[57.5 µM] | i | 0.9% | -4.3% | 13.1% | -2.0% | -1.9% | i | 0.8% |
| COc1cccc(C2CC(=O)N3CN(c4cccc(Cl)c4C)CSC3=C2C#N)c1OC (configuration not stated) | -3.9% | -4.6%[2.3 µM] | -0.6% | . | -2.6% | ? | ? | 1.4% | . | . | -0.1% |
| N#Cc1ccccc1-c1nc(NCCN2CCOCC2)c2ccccc2n1 | 4.6% | -0.1% | 1.6% | ? | 0.3% | ? | 27.8% | -2.0% | 10.8%[9.22 µM] | ? | -0.4% |

High-throughput results (PubChem)
